Screening results (PubChem BioAssay)
TRb-SRC2 inh = disrupts binding of human TR beta to SRC2 | P10828 | 0.065% of 280,000 active | Potency, µM (highest dose often 106 µM), for inactives: top-dose activity change, negative = inhibition, usual class: inhibitors | TRbeta-SRC2 peptide binding, fluorescence polarization; receptor liganded with 1 µM T3;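 further: potency means the concentration at half of the fitted maximal effect; plate controls were bound peptide for no effect and peptide without receptor for full effect; nearly all actives have a fitted effect of over 50% in size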
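Fluorescence polarization of 20 nM Texas Red SRC2 peptide (20-aa NR interaction domain) bound to 0.6 uM human TRb ligand-binding domain, with 1 uM T3, after 5 hr at ambient temperature; inhibition seen as decreased polarization.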
Tau fibril FP = blocks human tau fibril formation measured by polarization. P10636. K18 P301L tau heparin fibrillization, Alexa594 FP, 6 h. Potency, µM (doses to about 57.7 µM), inactives show top-dose activity, negative = inhibition, usual class: inhibitors. 0.39% of 280,000 active. AID 1468; further: potency means the concentration at half of the fitted maximal effect; on the % scale 0 is the no-effect control and ±100 the full control effect; nearly all actives have a fitted effect of over 55% in size
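Compound effects on tau fibrillization are measured by Alexa 594 fluorescence polarization (ex 555, em 632 nm). K18 P301L tau is used at 15 uM with 0.24 uM labeled tracer, and 20 uM heparin induces aggregation over 6 hr at 37 C.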
aGal spleen mod = inhibitors or activators of human alpha-galactosidase in spleen homogenate; P06280; human spleen homogenate, 4MU-alpha-Gal fluorescence, 40 min; Potency, µM (top dose mostly 80 µM), without a hit: at the top dose activity change, negative = inhibition, hits mostly inhibitors; 0.008% of 240,000 active;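 further: potency means the concentration at half of the fitted maximal effect; 0% = enzyme with vehicle and -100% = no enzyme basal signal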
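Spleen homogenate 1 ug + cpd (titration) + 4-MU-alpha-D-galactopyranoside 1 mM; 37C 40 min; 50 mM citrate/phosphate pH 5.0, 0.01% Tween-20; stop pH 10; fluorescence 365/440; AC50 via Hill.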
CBFb RUNX1 block = inhibitors of human CBF-beta and RUNX1 interaction. Q01196+Q13951. AlphaScreen CBFb-His/RUNX1-biotin binding, biochemical. Potency, µM (titrated, usually from 59.8 µM), without a hit: at the highest dose activity, negative = inhibition, most hits filed as inhibitors. 230,000 tested, under 10 active; further: % of control where 0% means no effect
Target sequence (Q01196 whole entry, looked up): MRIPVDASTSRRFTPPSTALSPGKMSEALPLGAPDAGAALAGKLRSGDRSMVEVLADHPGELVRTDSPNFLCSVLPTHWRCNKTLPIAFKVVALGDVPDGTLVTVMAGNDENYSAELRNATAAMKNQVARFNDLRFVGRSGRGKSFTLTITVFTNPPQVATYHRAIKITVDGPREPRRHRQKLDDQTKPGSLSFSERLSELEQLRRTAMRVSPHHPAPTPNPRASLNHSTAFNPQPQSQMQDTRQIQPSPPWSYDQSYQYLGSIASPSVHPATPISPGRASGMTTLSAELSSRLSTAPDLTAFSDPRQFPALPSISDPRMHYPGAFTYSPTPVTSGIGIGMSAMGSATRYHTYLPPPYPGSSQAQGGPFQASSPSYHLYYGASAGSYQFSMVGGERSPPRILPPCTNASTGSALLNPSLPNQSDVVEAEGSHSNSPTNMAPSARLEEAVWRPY
Target sequence (Q13951 whole entry, looked up): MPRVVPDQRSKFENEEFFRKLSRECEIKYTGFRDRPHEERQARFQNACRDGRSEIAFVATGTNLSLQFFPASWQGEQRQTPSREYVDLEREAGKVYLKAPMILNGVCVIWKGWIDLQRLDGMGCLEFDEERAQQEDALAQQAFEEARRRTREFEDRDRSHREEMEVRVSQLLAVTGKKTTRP
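Interaction loss through any mechanism counts as activity. Pre-formed complex of His-CBF-beta and biotin-RUNX1 (30 nM apiece) is incubated with compound 15 min, then with 50 ng nickel and 50 ng streptavidin beads for 90 min before AlphaScreen detection.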
NPSR antagonist = blocks cAMP signaling of the human neuropeptide S receptor; Q6W5P4; CHO-NPSR cells, cAMP TR-FRET, antagonist mode; Potency, µM (series often up to 38.3 µM), inactives show top-dose activity change, negative = inhibition, most hits filed as inhibitors; 1% of 220,000 active; further: potency means the concentration at half of the fitted maximal effect; on the % scale 0 is the no-effect control and ±100 the full control effect; nearly all actives have a fitted effect of over 50% in size; many of its hits are not listed in these tables
Target sequence (Q6W5P4 whole entry, looked up): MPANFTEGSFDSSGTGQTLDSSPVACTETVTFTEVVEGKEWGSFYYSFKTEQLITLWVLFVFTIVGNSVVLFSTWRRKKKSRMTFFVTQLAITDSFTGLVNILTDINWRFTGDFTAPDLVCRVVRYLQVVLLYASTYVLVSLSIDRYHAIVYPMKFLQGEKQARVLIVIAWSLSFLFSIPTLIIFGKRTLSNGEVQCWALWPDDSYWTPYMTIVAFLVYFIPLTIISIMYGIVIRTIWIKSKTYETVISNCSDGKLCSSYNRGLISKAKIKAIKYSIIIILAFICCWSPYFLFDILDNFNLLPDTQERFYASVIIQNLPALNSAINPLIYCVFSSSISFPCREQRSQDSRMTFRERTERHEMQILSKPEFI
Tau fluor counter = counter-screen for tau fibril formation inhibitors. tau K18 P301L (four-repeat tau fragment) Alexa594 fluorescence, heparin fibrillization. Potency, µM (doses to about 57.7 µM), for the others: at the highest dose activity change, negative = decrease. 0.93% of 280,000 active. AID 1463; further: potency means the concentration at half of the fitted maximal effect; on the % scale 0 is the no-effect control and ±100 the full control effect; nearly all actives have a fitted effect of over 55% in size
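Human K18 P301L tau (15 uM unlabeled plus 0.24 uM Alexa 594-labeled, final) in 100 mM sodium acetate pH 7 was mixed with compound and 20 uM heparin and incubated 6 hr at 37 C.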
Epigenetic derep = epigenetic control regulation, reporter derepression; murine LDR cells, GFP reporter derepression, 30 h; Potency, µM (titrated, usually from 53.9 µM), for inactives: at the top dose GFP activation, actives largely listed as activators; 0.2% of 280,000 active; further: potency means the concentration at half of the fitted maximal effect; % of control where 0% means no effect; nearly all actives have a fitted effect of over 60% in size
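Reporter derepression read as number of fluorescent GFP-positive objects, 20-120 um in size, counted by laser-scanning cytometer. Mouse LDR line with an epigenetically silenced CMV-GFP locus; compound incubation 30 h, 37 C.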
TR SRC2 fluor cs = Texas Red fluorescence interference in TRb-SRC2 counter-screen; TRb/SRC2 Texas Red total fluorescence interference; Potency, µM (top dose mostly 106 µM), without a hit: at the top dose fluorescence change, negative = quenching; 0.29% of 280,000 active; active means well fitted curve in either direction with a large enough effect; inconclusive means small, poorly fitted or top-dose-only effect; further: potency means the concentration at half of the fitted maximal effect; on the % scale 0 is the no-effect control and ±100 the full control effect
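Human TRb ligand-binding domain at 0.6 uM with 20 nM Texas Red SRC2 peptide in Tris buffer containing 1 uM T3 and 5% DMSO, incubated with compound 5 h at ambient temperature. Total fluorescence (555/632 nm) calculated as parallel + 2 × perpendicular.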
* marks the source's active call; other numbers are inactive results; ? = inconclusive; · = not tested or not shown; [ ] = dose if it differs, or a comment. Unless noted, the call rests on the fitted dose curve; in most records, active means well fitted curve in the direction sought with a large enough effect; inconclusive means small, poorly fitted or top-dose-only effect, or another doubt; inactive means no such curve, though single readings can be large; an effect the other way counts as inactive or inconclusive. These rows are one share of the data; count on the stated rates, not on these rows.

SMILES	TRb-SRC2 inh	Tau fibril FP	aGal spleen mod	CBFb RUNX1 block	NPSR antagonist	Tau fluor counter	Epigenetic derep	TR SRC2 fluor cs
O=C(NNC(=O)c1ccccc1[N+](=O)[O-])Nc1ccc(Cl)cc1	5%	-3%	-3%	4%	3%	-2%	-0.6%	-2%
COc1ccc2c(CC(=O)NC3CCCc4ccccc43)coc2c1 (stereo not given)	0%	5%	-3%	6%	-11%[46.1 µM]	-10%	1.8%	-2%
O=C1SC(SC(=Nc2ccccc2)Nc2ccccc2)C(=O)N1c1ccccc1 (stereo not given)	-3%	0%	-2%	-11%	-1%	-21%	0.3%	1%
CC(=O)Oc1ccc(-c2csc(Nc3cccnc3)n2)cc1	-5%	5%	-4%	2%	-12%[46.1 µM]	-13%	-1.0%	-4%
Cc1ccc(NC(=O)CS(=O)(=O)c2c[nH]c3ccccc23)c(C)c1	0%	-15%	5%	2%	-9%[46.1 µM]	-15%	-1.0%	1%
Cc1ccc(S(=O)(=O)CCC(=O)Nc2cccc(C)c2)cc1	-3%	3%	4%	-1%	16%	-9%	1.1%	-2%
O=S(=O)(c1cccc(F)c1)N1CCN(C(=S)NCc2ccccc2)CC1	-5%	-5%	-17%	-9%	-18%	-12%	-0.6%	-3%
C#CCOCCOCCOCCNc1nc(N2CCN(C(=O)[C@H](CCCCN)n3cc(C(N)CO)nn3)CC2)nc(N2CCN(C(=O)[C@H](CCC(=O)O)n3cc(C(N)CC(C)C)nn3)CC2)n1 (stereo not given in full)	5%	-13%	2%	14%	20%	4%	-4.8%	-5%
COC(=O)c1cc(NC(=O)c2nn(C)c3c2CSc2ccccc2-3)cc(C(=O)OC)c1	-1%	-4%	·	·	·	-5%	-3.2%	-1%
Cc1ccc(C)c(NS(=O)(=O)c2ccc3oc(=O)c4ncn(C)c4c3c2)c1	-5%	-9%	·	·	·	1%	1.2%	-1%
O=C(/C=C/c1cccc(Br)c1)Nc1nn[nH]n1	-3%	-7%	8%	-4%	-7%[7.67 µM]	-8%	-0.3%	-3%
CCN(C(=O)COC(=O)c1cc(NS(=O)(=O)c2ccc(Cl)c([N+](=O)[O-])c2)ccc1O)C1CCCCC1	0%	6%	4%	-16%	-19%	?	-1.1%	2%
Cc1nnc(SCC(=O)Nc2nsc(-c3ccccc3)n2)s1	4%	-5%	1%	5%	-9%[46.1 µM]	0%	0.0%	1%
CCN1CCc2c(OCC(=O)N3CCCCC3)cccc2C1=O	-5%	-11%	-4%	-29%	2%	-6%	4.5%	-1%
CCn1cnc2c1c(=O)n(Cc1nnc3n1-c1ccccc1SC3)c(=O)n2Cc1ccccc1	-7%	-1%	10%	2%	-5%[46.1 µM]	-15%	0.1%	0%
O=C1CN(C(=O)COC(=O)c2ccc(N3CCCCCC3)c([N+](=O)[O-])c2)c2ccccc2N1	-3%	?	1%	?	-12%[46.1 µM]	?	-0.9%	3%
O=C(CC(c1ccccc1)c1ccccc1)N1CCN(c2ccccn2)CC1	-3%	11%	1%	-2%	-6%	3%	-0.1%	-2%
O=C(c1c[nH]c2ccc(S(=O)(=O)N3CCOCC3)cc2c1=O)N1CCN(c2ccccn2)CC1	-6%	0%	2%	9%	-6%[46.1 µM]	-3%	-1.5%	-3%
CCOC(=O)c1cncc(C#CCO)c1	-2%	-6%	6%	15%	-12%	-10%	0.0%	-3%
O=C(CN1CCC(n2nnc3cc(C(F)(F)F)ccc32)CC1)Nc1ccc2c(c1)OCCO2	6%	7%	4%	1%	?	-20%	1.7%	1%
S=C(NCC1CCCO1)Nc1ccc(Nc2ccccc2)cc1 (stereo not given)	-1%	5%	0%	?	-18%	?	3.2%	-3%
CCCCC(=O)Nc1sc2c(c1-c1nc3ccccc3s1)CCN(C(C)=O)C2	-5%	11%	4%	11%	?	1%	?	3%
CCN=C1SC(C(=O)NCCc2ccccc2)CC(=O)N1CC (stereo not given)	-3%	-4%	-6%	-12%	5%[46.1 µM]	-8%	-0.7%	2%
Cc1ccccc1Cn1c(=O)n(CCCCC(=O)NCCc2ccccc2)c(=O)c2ccccc21	9%	4%	·	·	·	-5%	-1.1%	3%
COC(=O)c1c(-c2ccc(C)cc2)csc1NC(=S)NC(=O)c1cc(OC)cc(OC)c1	4%	?	-5%	14%	-3%	6%	0.0%	2%
Cn1c2c(c(=O)c3ccccc31)C[C@@H](O)C(C)(C)O2	5%	-3%	-3%	-5%	·	-4%	-0.3%	0%
S=C(Nc1ccc(Cl)cc1)NC1CC2CCCC(C1)N2C1CCCC1 (stereo not given)	3%	0%	-3%	-1%	6%[46.1 µM]	-11%	-1.3%	-7%
CCc1ccc(OCC2c3cc(OC)c(OC)cc3CCN2C(=O)Cc2ccc(OC)c(OC)c2)cc1 (stereo not given)	0%	-8%	·	·	·	-11%	0.3%	-2%
Cc1cccc(NC(=O)N2CCN(C)c3ncccc32)c1C	0%	3%	·	·	·	-3%	-5.2%	-1%
O=C(Cn1nc(-c2nn(CC(=O)c3ccccc3)c3[n+]2CCCCC3)[n+]2c1CCCCC2)c1ccccc1	-8%	-1%	-3%	1%	17%	-14%	-0.3%	0%
CCN1CCN(C(=O)c2sc3nc(C)nc(N4CCC(C)CC4)c3c2C)CC1	-9%	3%	1%	10%	-10%[46.1 µM]	-1%	0.0%	2%
C/C(N)=C(/C#N)C(=O)CSc1ccccc1F	1%	3%	1%	1%	4%	-5%	-0.3%	0%
COc1cc(CN(C(=O)Nc2ccccc2)c2ccccn2)cc(OC)c1OC	-3%	-10%	·	·	·	-10%	0.0%	-33%
CC(C)(C)C1CCc2c(sc(NC(=O)Cn3nnc(-c4ccccc4F)n3)c2C#N)C1 (stereo not given)	0%	?	·	·	·	?	0.0%	-17%
O=C(Nc1ccc(F)cc1)Nc1ccc(N2CCCC2)c(S(=O)(=O)Nc2ccccc2Cl)c1	-10%	?	-16%	·	10µM*	2.8µM*[quencher]	6.4%	-1%
Cc1ccc2c(c1)-c1nc(-c3ccc4c(c3)NC(=O)CO4)cc(-c3ccc(F)cc3)c1CO2	2%	?	·	·	·	-21%	0.0%	-5%
Cc1ccc(OCC(=O)Nc2ccc(N3CCN(S(C)(=O)=O)CC3)cc2)c(C)c1	-6%	3%	-4%	-3%	-6%	7%	4.0%	-2%
CN(C)S(=O)(=O)N1CCC(n2cnc3cccnc32)CC1	5%	-1%	·	·	·	-5%	-5.6%	1%
CC(C)C1=CC2=CC[C@@H]3[C@@](C)(C(=O)O)CCC[C@]3(C)C2CC1 (stereo not given in full)	1%	-6%	-7%	16%[21.7 µM]	·	-9%	-0.2%	-2%
N/C(=N\S(=O)(=O)c1cc(C(F)(F)F)cc(C(F)(F)F)c1)c1ccccc1	-8%	?	-13%	-4%	47%	-13%	1.1%	-3%
COc1ccc(OC)c(CCNC(=O)CCn2c(=O)c3cccn3c3ccc(F)cc32)c1	6%	-10%	·	·	·	-17%	5.6%	5%
NNC(=O)c1sc2cc(C(F)(F)F)cnc2c1-c1cccs1	-5%	-1%	5%	8%	-8%	-2%	2.3%	1%
CCC(=O)N1CCc2cc(S(=O)(=O)NCCC(=O)Nc3cccc(C)c3C)ccc21	-5%	-13%	·	·	·	-10%	15%	-3%
O[Si](CCCN1CCCCC1)(c1ccc(F)cc1)C1CCCCC1 (stereo not given)	-5%	4%	-9%	5%	?	-15%	-1.2%	5%
Oc1ccc2ccccc2c1CNn1cnnc1	-3%	-7%	15%	-1%	5%[46.1 µM]	-14%	-0.9%	-2%
CC(C)(C)c1ccc(C(=O)N2CCC(c3nc(-c4ccc(S(=O)(=O)N5CCCC5)cc4)no3)CC2)cc1	-6%	-1%	·	·	·	-1%	1.4%	-1%
CCOC(=O)c1ccc(N2C(=O)c3n[nH]c(C)c3C2c2ccc(C(C)(C)C)cc2)cc1 (stereo not given)	-1%	-8%	·	·	·	0%	-0.7%	0%
O=S(=O)(c1cccs1)N1CCN(c2ccc(O)cc2)CC1	-7%	6%	-4%	-5%	-4%[7.67 µM]	-20%	-1.4%	-2%
CCOC(=O)c1ccc(N2C(=O)C(CC(N)=O)N(CCc3ccc(OC)c(OC)c3)C2=S)cc1 (stereo not given)	2%	3%	-10%	23%	-15%	-20%	0.8%	-1%
CC1(C)NC(=O)N(CC(O)CN2CCCC2)C1=O (stereo not given)	-5%	-6%	-15%	11%	-2%[46.1 µM]	2%	0.0%	-1%
COC(=O)[C@@]1(Cc2ccccc2)[C@H]2c3cc(C(=O)N4CCCC4)n(Cc4ccc(C(F)(F)F)nc4)c3C[C@H]2CN1C(=O)c1ccccc1	4%	-4%	4%	1%	·	-17%	-0.6%	-3%
CCOC(=O)c1ccc(NCc2ccc(N(C)C)cc2)cc1	3%	18%	14%	?	-16%[46.1 µM]	-28%	-1.1%	-2%
COc1ccc2oc(=O)c(C(=O)N3CCN(c4ccccc4)CC3)cc2c1	8%	4%	8%	3%	-2%[7.67 µM]	-11%	-2.8%	-2%

Grouped by structure, those above with a nitro group on carbon.
SMILES	TRb-SRC2 inh	Tau fibril FP	aGal spleen mod	CBFb RUNX1 block	NPSR antagonist	Tau fluor counter	Epigenetic derep	TR SRC2 fluor cs
O=C(NNC(=O)c1ccccc1[N+](=O)[O-])Nc1ccc(Cl)cc1	5%	-3%	-3%	4%	3%	-2%	-0.6%	-2%
CCN(C(=O)COC(=O)c1cc(NS(=O)(=O)c2ccc(Cl)c([N+](=O)[O-])c2)ccc1O)C1CCCCC1	0%	6%	4%	-16%	-19%	?	-1.1%	2%
O=C1CN(C(=O)COC(=O)c2ccc(N3CCCCCC3)c([N+](=O)[O-])c2)c2ccccc2N1	-3%	?	1%	?	-12%[46.1 µM]	?	-0.9%	3%
